Gli-Sufu block – antagonists of Gli-Sufu signaling; Sufu-KO-LIGHT fibroblasts, Gli luciferase reporter luminescence; inhibition, % at 5 µM; 340,000 tested, 0.74% active;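 active means inhibition above about 55%, limit read from the data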;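 further: 0% = DMSO-treated cells and 100% = wells with medium but no cells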
UBC13 inh – inhibitors of human UBC13 polyubiquitin chain formation; P61088; AID 485273; TR-FRET; inhibition, % at 20 µM; 330,000 tested, 0.47% active; in the data active means inhibition above about 45%, passing the limit was not always enough
Apaf-1 inh – inhibitors of human Apaf-1 apoptosome. reconstituted apoptosome caspase-3 activity, DEVD-Rh110 fluorescence. 330,000 tested, 0.71% active. AID 489030. inhibition, % at 20 µM; active means inhibition of at least 40% at 20 µM;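 further: plate controls were DMSO wells for no effect and DEVD-CHO caspase inhibitor wells for full effect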
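Assay system: Apoptosome proteins | Medium: pH 7.5 Hepes buffer with CHAPS, BSA, DTT | Also added: Cytochrome c and DEVD-Rh110 substrate | Times: 30 min plus 50 min, RT | Detection: Rhodamine 110 fluorescence at Ex 480/Em 540 nm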
SENP8 block – blocks the human protease SENP8 | purified SENP8, Z-RLRGG-aminoluciferin cleavage, luminescence | AID 2540 | inhibition, % at 10 µM | 330,000 tested, 1.2% active
Target sequence (Q96LD8 whole entry, looked up): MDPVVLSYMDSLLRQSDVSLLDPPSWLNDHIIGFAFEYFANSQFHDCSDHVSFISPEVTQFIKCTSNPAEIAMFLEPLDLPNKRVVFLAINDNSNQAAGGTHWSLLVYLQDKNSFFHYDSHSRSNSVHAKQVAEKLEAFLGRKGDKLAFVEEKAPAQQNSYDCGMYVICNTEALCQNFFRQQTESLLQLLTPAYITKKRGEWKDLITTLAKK
Jurkat NFkB inh – lowers PMA/ionomycin-induced NF-kB signal in Jurkat cells; PMA/ionomycin-induced NF-kB luciferase reporter, luminescence; inhibition, % at 4 µM; 330,000 tested, 0.53% active
CCR6 antagonist – CCR6 (human) receptor antagonism. inhibition, % at 20 µM. CHO-K1 CCR6 PathHunter beta-arrestin, luminescence, CCL20-stimulated. 340,000 tested, 0.49% active. P51684. AID 493098;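 active means compounds whose inhibition of the agonist-driven luminescence signal at 20 µM reaches about 50%, limit read from the data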;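 further: cells stimulated with CCL20 at 14 nM final; plate controls were DMSO with CCL20 for no effect and DMSO without agonist for full effect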
Target sequence (P51684 whole entry, looked up): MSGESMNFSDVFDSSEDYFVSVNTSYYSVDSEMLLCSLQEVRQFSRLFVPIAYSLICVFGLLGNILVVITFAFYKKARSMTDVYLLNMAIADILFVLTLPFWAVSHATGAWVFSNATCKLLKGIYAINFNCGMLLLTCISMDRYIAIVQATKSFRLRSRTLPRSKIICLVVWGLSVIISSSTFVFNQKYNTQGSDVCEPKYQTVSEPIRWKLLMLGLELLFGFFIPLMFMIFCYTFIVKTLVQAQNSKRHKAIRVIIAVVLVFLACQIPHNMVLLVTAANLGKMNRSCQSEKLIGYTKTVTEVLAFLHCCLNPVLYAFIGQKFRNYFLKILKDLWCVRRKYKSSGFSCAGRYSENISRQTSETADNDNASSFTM
697 NFkB inh – lowers PMA/ionomycin-induced NF-kB signal in 697 B cells | 697 B-cell NF-kB luciferase reporter, 16 h | AID 435022 | 330,000 tested, 0.33% active | inhibition, % at 4 µM; in the data active means inhibition above about 35%
EBI2 block – blocks human EBI2 receptor beta-arrestin signaling | P32249 | EBI2 beta-arrestin recruitment, luminescence, 7a,25-OHC stimulated | inhibition, % at 5 µM | 360,000 tested, 0.81% active | AID 651636; in the data active means inhibition above about 38%;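 further: enzyme fragment complementation signal reports receptor beta-arrestin coupling in cells; 0% = agonist plus DMSO wells and 100% = wells without agonist; some results beyond the cut were filed as inactive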
Target sequence (P32249 whole entry, looked up, the tested form may be a part): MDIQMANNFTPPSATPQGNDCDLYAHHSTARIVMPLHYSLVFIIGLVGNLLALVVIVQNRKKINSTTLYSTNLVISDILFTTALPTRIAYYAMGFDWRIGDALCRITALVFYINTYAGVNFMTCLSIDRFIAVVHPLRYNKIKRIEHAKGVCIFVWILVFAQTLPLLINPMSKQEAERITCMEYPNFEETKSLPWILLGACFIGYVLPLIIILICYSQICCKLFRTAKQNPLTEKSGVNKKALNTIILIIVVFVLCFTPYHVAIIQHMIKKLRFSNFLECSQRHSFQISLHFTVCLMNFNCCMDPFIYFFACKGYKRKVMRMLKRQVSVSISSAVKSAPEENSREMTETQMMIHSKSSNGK
Starred values were filed as active, the others as inactive; · = not tested or not shown. Unless noted, no stated cut-off is given here; in the data, active means inhibition above about 50%; inactive means the rest.

SMILES	Gli-Sufu block	UBC13 inh	Apaf-1 inh	SENP8 block	Jurkat NFkB inh	CCR6 antagonist	697 NFkB inh	EBI2 block
OCCCN1c2ccccc2Nc2nnc(-c3ccccc3)cc21	8	15	5	8	-120	5	-89	26
Cc1cc(-c2cc(C(=O)Nc3ccccc3)on2)nc(NC2CCCC2)n1	·	16	1	-7	2	·	4	·
NC(=O)c1nsc(C(=O)N(Cc2ccc(F)cc2)C(C(=O)NCC2CCCO2)c2ccc(O)cc2)c1N (centres undefined)	-16	9	7	-10	-1	7	-11	1
CC(NC(=O)c1ccco1)C1COc2ccccc2O1 (centres undefined)	28	-10	4	-6	4	0	-19	-7
CCOC(=O)c1nnn(-c2ccc([N+](=O)[O-])cc2)c1C	-4	5	-11	2	3	7	13	-2
Cc1ccc(CN(C)C(=O)c2ccc(S(=O)(=O)N(C)c3ccccc3)cc2)o1	7	-9	9	-9	4	2	-2	1
CCCCC1(C)NC(=O)N(CC(=O)N2CCc3ccccc32)C1=O (centres undefined)	-2	-5	-3	3	26	-6	-6	2
Nc1cc(=O)[nH]c(SCC(=O)Nc2cc([N+](=O)[O-])ccc2Cl)n1	5	-4	-16	-1	-4	3	10	3
Cc1ccc(OCCN2C(=O)c3ccccc3C2=O)cc1	-16	8	-6	-1	-1	0	-30	1
COc1ccc(OC)c(NC(=O)C23CCC(C)(C(=O)C2)C3(C)C)c1 (centres undefined)	-2	2	-6	-4	11	-4	0	4
O=C(CN1C(=O)NC2(CCCC2)C1=O)Nc1nc2c(F)cc(F)cc2s1	-7	-4	4	-1	4	-15	-2	2
O=C(NNc1cccc(Cl)n1)c1c(F)cccc1F	-7	1	-9	-2	2	7	1	-3
O=C(O)CN=C1NC2(CCCC2)Cc2ccccc21	3	7	-4	2	0	-5	-5	-5
O=C(O)c1cc(-c2ccccc2Cl)n[nH]1	3	1	5	-3	-9	-4	10	-9
COc1cccc(C2CC(=O)Nc3n[nH]c(-c4ccccc4)c32)c1OC (centres undefined)	-5	14	-17	-4	-13	8	6	35
CC(=O)N1CCN(S(=O)(=O)c2cccc(C(=O)Nc3ccccc3N3CCCCC3)c2)CC1	7	8	24	-5	-9	15	6	2
CSc1nc(N)c2c(C)c(C)sc2n1	1	9	1	-2	5	-5	6	-8
CC1CCCN(C(c2cccs2)c2nnnn2Cc2ccccc2)C1 (centres undefined)	8	-10	21	-5	-48	13	-34	8
O=C(NC1CCOCC1)C1CCC(=O)N(CCc2ccc(Cl)cc2)C1 (centres undefined)	-15	0	4	-13	9	2	6	2
O=S(=O)(c1ccc(C(F)(F)F)cc1)N1CCCN(c2ccc(C(F)(F)F)cn2)CC1	-1	-1	10	-2	5	2	-2	-4
Cc1ccc(S(=O)(=O)N2CCC(C(=O)NCc3ccccc3Cl)CC2)cc1	-4	-9	-3	-10	-12	-9	10	7
COc1cccc(C(=O)c2c[nH]c(C(=O)NCCCN3CCOCC3)c2)c1	-8	5	1	-9	11	5	4	-4
OCC1(CCCc2ccccc2)CCN(Cc2cc(F)ccc2F)CC1	5	10	0	-2	-4	17	9	-4
O=c1c2c(-c3cccs3)csc2ncn1-c1ccccc1	31	5	2	-5	4	-9	-10	-5
C/C=C1\COC(C(=O)NCCCN2CCCC2=O)(C(F)(F)F)C=C1C=C(C)C (centres undefined)	-12	-6	-2	-6	13	3	-8	-3
SMILES	Gli-Sufu block	UBC13 inh	Apaf-1 inh	SENP8 block	Jurkat NFkB inh	CCR6 antagonist	697 NFkB inh	EBI2 block
CCC(C)C(NC(=O)CCC(=O)OCC(=O)[C@@]1(O)CCC2[C@@H]3CCC4=CC(=O)C=C[C@]4(C)C3[C@@H](O)C[C@@]21C)C(=O)O (some centres undefined)	3	-4	1	10	11	-7	2	-9
O=c1[nH]ncc(N/N=C\c2cccs2)c1Cl	1	-16	-8	1	3	-1	14	-8
Cc1ccc(NC(=O)CSCc2c(C)noc2C)cc1C	-10	-4	18	-7	-6	-10	-2	10
COc1cc(C=O)cc(OC)c1OS(=O)(=O)c1ccc(NC(C)=O)cc1	1	-26	16	-10	-1	3	17	-2
CCN(CC)CCn1c(=S)[nH]c2cc(C(=O)N3CC=C(c4ccccc4)CC3)ccc2c1=O	·	-3	7	-3	-15	·	-26	·
CCC(C)Sc1nc2ccccc2n1CC(=O)O (centres undefined)	4	-5	-4	-1	1	4	11	-9
COC(=O)c1c(NC(C)=O)sc2c1CCN(Cc1ccccc1)C2	7	-8	16	-12	-9	-1	5	15
CN(C)S(=O)(=O)c1ccc(N2CCCC2)c(C(=O)NCC(=O)Nc2ccc(F)c(F)c2)c1	-11	0	-8	-2	-2	1	18	-7
COc1ccc2c(c1)[nH]c1c(=O)n(/N=C/c3ccc(OC)c(CN4CCCCC4)c3)cnc12	1	26	6	-1	2	17	-11	2
CCOC(=O)c1ccc(NC(=O)Nc2ccc(S(N)(=O)=O)cc2)cc1	-2	15	-4	3	9	-6	-4	-4
CC(C)CNC(=O)c1ccc2c(c1)C(=O)N(C1CCCCC1)C2=O	-11	4	1	-4	-14	14	-15	3
Cc1ccc(C(=O)C(O)C(c2ccc(C)cc2)N2CCCCC2)cc1 (centres undefined)	-9	-6	8	4	0	11	3	6
N#CCOC(=O)C1CCN(S(=O)(=O)c2ccc3c(c2)OCCO3)CC1	-8	-1	0	-7	-1	-7	11	-4
CCOc1ccc2oc(C(=O)NC3CCN(Cc4ccccc4)CC3)c(C)c2c1	13	17	9	-8	10	14	7	-1
COc1cc(C2N(Cc3ccccc3)CCN2Cc2ccccc2)ccc1OC(C)=O	12	1	-2	-6	6	-7	-8	-4
CC(=O)Nc1ccc2nc(CN3CCN(CC=C(C)C)C(CCO)C3)ccc2c1 (centres undefined)	-4	9	-10	-8	7	-9	19	-6
Cc1ccc(CS(=O)(=O)CCC(=O)NCCN2CCCCC2C)cc1 (centres undefined)	-10	12	4	3	-19	6	7	-4
COc1cc(C2NC(=O)NC(O)(C(F)(F)F)C2C(C)=O)cc(OC)c1OC (centres undefined)	1	12	-1	-3	5	2	12	-10
CC1(C)CC2(C)Nc3ccccc3N2C(=S)N1 (centres undefined)	-4	6	-8	-2	-1	-1	-3	-5
CCN1CCN(CC(=O)Nc2cc3c(cc2C(C)=O)OCO3)CC1	-1	-6	-11	6	-18	-1	30	-16
CCN(CC)S(=O)(=O)c1cccc(-c2nnc(SCC(=O)NC3CCCCCCC3)n2N)c1	1	12	12	2	-3	-8	-9	-12
CCOc1ccccc1N1CCN(C(=O)CCCc2nc3ccccc3s2)CC1	3	3	14	-9	5	-4	0	4
CCCCC(=O)Nc1ccc2c(c1)nc1n2CCSC1	-50	5	0	-9	-53	-17	-48	-12
CC(C)(C)C(=O)NC(=S)Nc1ccc(Cc2ccncc2)cc1	4	-4	-1	-3	-6	2	-29	-2
O=C1CC(Sc2ncccn2)C(=O)N1c1ccccc1C(F)(F)F (centres undefined)	0	-5	0	-8	-3	-18	-19	-7

3 structures out of the list, sorted by SMILES length, falling.
SMILES	Gli-Sufu block	UBC13 inh	Apaf-1 inh	SENP8 block	Jurkat NFkB inh	CCR6 antagonist	697 NFkB inh	EBI2 block
COc1ccc2c(c1)[nH]c1c(=O)n(/N=C/c3ccc(OC)c(CN4CCCCC4)c3)cnc12	1	26	6	-1	2	17	-11	2
CCN(CC)S(=O)(=O)c1cccc(-c2nnc(SCC(=O)NC3CCCCCCC3)n2N)c1	1	12	12	2	-3	-8	-9	-12
COc1cc(C=O)cc(OC)c1OS(=O)(=O)c1ccc(NC(C)=O)cc1	1	-26	16	-10	-1	3	17	-2

Next part
SMILES	Gli-Sufu block	UBC13 inh	Apaf-1 inh	SENP8 block	Jurkat NFkB inh	CCR6 antagonist	697 NFkB inh	EBI2 block
CC(c1ccccc1)N(CC(=O)NC1CCCCC1)S(=O)(=O)c1cccc(C(F)(F)F)c1 (centres undefined)	9	-18	-2	-7	11	16	-36	29
CCC(=O)c1ccc(N2CCOCC2)c(F)c1	-6	-4	-1	-9	-9	-21	-2	14
CCc1ccccc1NS(=O)(=O)Cc1ccccc1	-11	-6	-9	-16	-53	3	-56	-4
CCOC(=O)CS(=O)(=O)c1ccc(O)cc1	-3	-1	13	-6	0	-9	-7	3
COC(=O)c1ccc(C)c(-n2c(=O)n(Cc3ccccc3)c(=O)c3[nH]cnc32)c1	-6	-1	-4	-3	-5	64*	8	22
Cn1cncc1C#Cc1ccc2cc(C3(O)CCCCC3)oc(=O)c2c1	3	-3	-7	-6	-22	7	-29	3
Cc1nn(S(=O)(=O)c2ccccc2)c(C)c1S(=O)(=O)N1CCOCC1	-4	-6	7	5	21	5	5	9
Cc1cc(O)c(-c2cc(C(=O)Nc3sc4c(c3C(=O)NCc3ccco3)CCC4)[nH]n2)cc1C	-9	2	-16	36	-8	4	-9	5
Cc1cccc(C(CC(=O)N2CCCC2)c2ccccc2)c1O (centres undefined)	-17	-9	6	-2	-1	12	-45	5
C(=C\c1ccco1)/c1ccc2ccccc2n1	-85	-4	14	10	15	6	-15	15
O=C1CSC(c2cn(-c3ccccc3)nc2-c2cccs2)N1CC1CCCO1 (centres undefined)	6	8	9	-4	-15	-16	3	-5
Cc1ccc(-c2noc(CN3CCCCC3)n2)cc1	-101	-11	-1	-7	-76	4	-124	-5
COc1ccc2c(c1)N(C)/C(=C/c1cccc[n+]1C)S2	80*	-87	10	-11	61*	4	-26	8
COc1cccc(N2CCN(C3C4CC5CC(C4)CC3C5)CC2)c1 (centres undefined)	20	8	4	7	-33	-1	-30	10
O=C(NCC1CCCO1)C1CCCN1C(=O)Nc1ccc(Cl)cc1 (centres undefined)	-2	-6	3	-1	-22	-5	-30	6
COc1ccccc1NC(=O)N(Cc1ccccc1)C1=NCC(C)S1 (centres undefined)	19	-6	8	-9	-6	11	-2	-1
COc1cc2c(cc1OC)CN(CC(=O)NC(=O)NC(C)(C)C)CC2	19	14	7	7	-5	-8	6	-9
O=C(Cn1cnc2nc3n(c2c1=O)CCC3)NCc1ccccc1	-5	7	-14	9	7	-4	13	-4
CCN(CC)C(=O)c1sc2nc(-c3cccs3)cc(-c3cccs3)c2c1N	14	-4	8	2	-1	2	17	12
O=C(Nc1ccccc1)ON=C1CCCC1	-34	9	4	-9	-18	6	-13	-11
O=C(O)/C=C/c1cn(Cc2ccccc2)nc1-c1ccccc1	-4	-4	-2	-1	-7	11	-21	3
CNC(=O)C(=O)NCCN1CCN(C(=O)c2ccc([N+](=O)[O-])cc2)CC1	2	7	0	3	10	-3	35*	-1
O=C(NCc1cccc(C(F)(F)F)c1)c1ccc(=O)[nH]c1	-12	-2	0	-8	2	-3	4	-3
O=C(Cn1c(=O)c2cccn2c2ccccc21)Nc1ccc(F)cc1F	-9	0	9	-2	-17	9	10	0
COc1ccccc1C(C#N)c1cccc(Cl)n1 (centres undefined)	11	6	-1	-1	5	2	6	-6
SMILES	Gli-Sufu block	UBC13 inh	Apaf-1 inh	SENP8 block	Jurkat NFkB inh	CCR6 antagonist	697 NFkB inh	EBI2 block
O=C(Nc1ccc(N2CCN(C(=O)c3ccc(Cl)cc3)CC2)cc1)c1cccnc1	0	3	-3	1	-1	2	8	2
COc1ccc(CNC(=O)CN(Cc2ccc(C)cc2)S(=O)(=O)c2ccc(Cl)cc2)cc1	5	-3	18	3	1	4	0	6
CCN1CCN(CC(O)COc2ccc(C(C)=O)cc2)CC1 (centres undefined)	3	0	-7	4	2	3	17	1
Cc1ccc(-c2nnn(CC(=O)N3CCCc4ccccc43)n2)cc1	-22	-6	17	-8	-25	14	4	0
CCN1CCN(c2ncnc3sc(C)c(-c4ccccc4)c23)CC1	33	4	7	3	-2	17	-12	5
OC(CNC1CCCCC1)CNC1CCCCC1	8	-23	5	-2	-33	-13	-26	-18
Cc1ccc(N(CC(=O)NCCSCc2ccco2)S(C)(=O)=O)cc1	0	-7	-28	-5	6	17	4	-1
CC(=O)Nc1ccc(NC(=O)CSc2nc(=O)n3cccc(C)c3n2)cc1	-5	-10	-4	-7	4	6	6	-14
Cc1ccc2c(c1)N(CC(=O)NC1CCCC(C)C1C)C(=O)c1cccnc1O2 (centres undefined)	-1	1	-13	-1	1	8	5	6

Some values from the list.
Result for CCN1CCN(CC(O)COc2ccc(C(C)=O)cc2)CC1 (centres undefined) under UBC13 inh: 0
Result for CC(=O)Nc1ccc(NC(=O)CSc2nc(=O)n3cccc(C)c3n2)cc1 under 697 NFkB inh: 6

High-throughput results from PubChem.

Only part of the results is shown; rates above refer to the full screens.
